PERK inhibitor = inhibitors of human PERK kinase; inhibition, % at 5.6 µM; 220,000 compounds, 0.17% hits; Q9NZJ5; CHO PERK-DD fusion, SEAP luminescence translation reporter;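 active means inhibition above the mean inhibition of all tested compounds plus 3 SD, set separately per screening campaign, cut at about 2.9% in these data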;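 further: PERK kinase domain activated by AP20187 dimerizer at 100 nM; 0% = DMSO with dimerizer and 100% = rapamycin at 8.4 µM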
Target sequence (Q9NZJ5 whole entry, looked up, the tested form may be a part): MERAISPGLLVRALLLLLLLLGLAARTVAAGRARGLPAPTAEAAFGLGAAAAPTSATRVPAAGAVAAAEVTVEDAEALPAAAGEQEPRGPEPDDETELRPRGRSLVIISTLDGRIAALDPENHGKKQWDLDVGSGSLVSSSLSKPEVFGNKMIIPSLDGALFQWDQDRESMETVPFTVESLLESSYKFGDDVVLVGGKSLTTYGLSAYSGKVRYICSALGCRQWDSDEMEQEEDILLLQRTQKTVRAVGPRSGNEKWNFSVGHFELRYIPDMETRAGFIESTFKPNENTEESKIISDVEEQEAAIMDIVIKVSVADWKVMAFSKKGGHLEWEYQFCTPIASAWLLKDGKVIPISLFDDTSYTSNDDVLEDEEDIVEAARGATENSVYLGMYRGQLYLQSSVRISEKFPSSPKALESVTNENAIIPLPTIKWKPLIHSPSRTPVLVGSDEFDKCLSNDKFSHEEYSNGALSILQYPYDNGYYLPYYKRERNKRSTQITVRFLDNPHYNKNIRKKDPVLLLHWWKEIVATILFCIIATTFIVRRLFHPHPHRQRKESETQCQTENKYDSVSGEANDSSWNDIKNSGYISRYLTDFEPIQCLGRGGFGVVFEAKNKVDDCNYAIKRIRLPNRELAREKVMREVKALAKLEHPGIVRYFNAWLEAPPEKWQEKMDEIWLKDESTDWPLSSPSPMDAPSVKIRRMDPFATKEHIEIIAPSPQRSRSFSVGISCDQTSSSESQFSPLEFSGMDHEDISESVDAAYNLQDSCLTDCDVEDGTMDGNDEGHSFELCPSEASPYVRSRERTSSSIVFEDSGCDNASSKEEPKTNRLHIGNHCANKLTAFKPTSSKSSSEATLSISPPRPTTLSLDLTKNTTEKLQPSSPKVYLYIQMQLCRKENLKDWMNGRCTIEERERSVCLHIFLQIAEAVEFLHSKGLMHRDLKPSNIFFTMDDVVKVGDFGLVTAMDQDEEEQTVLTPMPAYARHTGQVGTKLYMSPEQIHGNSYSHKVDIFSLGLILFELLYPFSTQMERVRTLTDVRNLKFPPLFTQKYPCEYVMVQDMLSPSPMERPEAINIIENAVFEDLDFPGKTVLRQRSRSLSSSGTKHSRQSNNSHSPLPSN
S1P4 antagonist = antagonists of human S1P4 receptor. O95977. S1P4-expressing cells, antagonist mode, reporter read-out. inhibition, % at 4.98 µM. 220,000 compounds, 0.26% hits. AID 1510; in the data active means inhibition above about 29%;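 further: 0% = wells stimulated with agonist and 100% = vehicle wells without agonist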
Wee1 stabilizer = human Wee1 degradation inhibition, primary screen; P30291; HeLa Luc-Wee1K328M stability, luciferase luminescence; 100% = proteasome inhibitor MG132 effect; reporter increase, % at 5 µM; 220,000 compounds, 1.2% hits; AID 1321;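 active means activation above the mean of all tested compounds plus 3 SD, set per screening run, cut at about 8.8% in these data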;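 further: cells exposed to compound for 20 h before luminescence read; 0% = DMSO alone and 100% = MG132 at 30 µM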
S1P4 ag = activates the human S1P4 receptor | O95977 | S1P4-expressing cell line, agonist reporter assay | activation, % at 4.98 µM | 220,000 compounds, 0.35% hits; in the data active means activation above about 11%;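 further: 0% = DMSO vehicle and 100% = reference agonist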
MDM2 E3 inh = blocks human Mdm2 ubiquitin ligase activity; Q00987; cell-based MDM2 ubiquitination luciferase reporter, 2 h; 0 = plate control, 100 = twice control, blank-subtracted; signal enhancement, % at 5 µM; 210,000 compounds, 0.11% hits;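 active means signal enhancement of 30% or more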;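 further: luminescence tracks abundance of the self-degrading MDM2-luciferase fusion protein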
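Assay system: stable mammalian line carrying autodegrading MDM2–luciferase fusion reporter; amount: 2000 cells seeded into each well; buffer or medium: DMEM; benchmarks: plate control and blank wells; signal: luciferase luminescence; timing: 2 h compound exposure at 37 °C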
eIF4E 4G PPI = eIF4E/eIF4G interaction inhibition in translation initiation; TR-FRET eIF4E-eIF4GI(517-606) binding, 2 h; inhibition, % at 21.7 µM; 220,000 compounds, 0.37% hits;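 active means inhibition above about 30%, limit read from the data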;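 further: 0% = full FRET control wells and 100% = background wells lacking eIF4GI fragment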
NPY2 pot ag = potentiators or agonists of human neuropeptide Y receptor Y2. P49146. cells expressing NPY-Y2, potentiator/agonist read-out. activation, % at 3.6 µM. 220,000 compounds, 0.45% hits. AID 1359; in the data active means activation above about 27%;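 further: cells stimulated with NPY near EC25 plus isoproterenol at EC100; 0% = vehicle plus submaximal agonist and 100% = vehicle plus saturating agonist; some results beyond the cut were filed as inactive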
BaF3 tox = reduces parental Ba/F3 cell viability, JAK2V617F counter-screen; CellTiter-Glo ATP luminescence; inhibition, % at 5.6 µM; 220,000 compounds, 1.1% hits;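 active means inhibition above a per-campaign cutoff, the mean inhibition of all tested compounds plus 3 SD, cut at about 27% in these data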;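 further: 0% = DMSO wells and 100% = JAK Inhibitor I control wells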
Ba/F3 V617F tox = loss of viability in JAK2V617F-driven Ba/F3 cells. Ba/F3 EpoR-JAK2V617F viability, ATP luminescence. inhibition, % at 5.6 µM. 220,000 compounds, 1.1% hits. AID 1446;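 active means inhibition above the campaign mean plus 3 SD over all tested compounds, cut at about 24% in these data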;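 further: cytokine-independent growth of Ba/F3 cells driven by EpoR plus mutant JAK2; 0% = DMSO-treated cells and 100% = JAK inhibitor I control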
Numbers without * were called inactive; . = not tested or not shown; [ ] = remark or other dose.

SMILES	PERK inhibitor	S1P4 antagonist	Wee1 stabilizer	S1P4 ag	MDM2 E3 inh	eIF4E 4G PPI	NPY2 pot ag	BaF3 tox	Ba/F3 V617F tox
Cc1cc(C)cc(N(CC(=O)N2CCN(Cc3ccccc3)CC2)S(=O)(=O)c2c(C)noc2C)c1	0.4	-24.5	-0.5	-1.4	6.4	4.0	-4.8	-0.5	-4.4
CC(C)OC(=O)c1cccc(-c2ccc(C=O)o2)c1	0.3	-17.6	-2.1	1.9	-7.8	1.6	2.2	2.4	-0.1
Cc1ccc(C2N(c3ccc(F)cc3)C(=O)C3CCCN32)cc1 (centres undefined)	0.6	-18.3	2.7	-0.4	-13.1	3.2	-6.1	-0.2	-4.7
Cc1c(Cl)c([N+](=O)[O-])nn1Cc1ccc(C(=O)N/N=C\c2cccc(Br)c2)o1	0.3	-12.5	0.8	-1.4	1.0	-3.6	-1.5	1.8	-4.1
Cc1cc(Nc2nc3c(c(=O)n(C)c(=O)n3C)n2C)n(-c2ccc(Cl)cc2)n1	0.9	-4.8	-2.1	-0.6	-19.3	-12.1[fluorescence artefact?]	11.7	5.6	-4.4
CN(C)N1C(N)=C(C#N)C(c2cccnc2)C2=C1CCCC2=O (centres undefined)	0.9	-10.8	-1.2	0.3	2.3	-9.9[fluorescence artefact?]	-4.6	0.8	-3.8
Cc1ccc(-c2nnc(Sc3nc4ccccc4o3)c3ccccc23)cc1	0.7	5.9	-0.1	2.3	-1.0	1.5	-13.0	1.6	-1.8
Cc1nc(N)ncc1Sc1ccc(Cl)cc1	1.5	2.3	4.3	-0.6	-2.5	-2.1	-3.1	3.8	2.9
CCSc1nc2c(c(=O)[nH]1)C(c1ccncc1)C(C(=O)OC(C)C)=C(C)N2 (centres undefined)	0.1	-0.7	1.2	-0.9	-18.9	-1.9	-5.6	4.8	3.0
CC(C)c1ccc(-c2nc(N3CCOCC3)[nH]c(=O)c2C#N)cc1	0.8	-12.7	-0.4	-2.1	-16.9	0.9	9.6	0.7	-2.8
CC(CNS(=O)(=O)c1ccccc1)Sc1ncccn1 (centres undefined)	0.8	14.3	0.7	0.4	-3.4	-1.1	18.0	-9.3	-1.4
CC(NS(=O)(=O)c1ccccc1)C(=O)NCCc1ccccn1 (centres undefined)	1.3	-3.9	-0.8	1.9	-12.6	2.5	-3.4	2.9	1.0
CCCc1[nH]nc2c1C(c1ccc(OC)c(CSC3=NCCS3)c1)C(C#N)=C(N)O2 (centres undefined)	1.1	9.5	2.4	-4.4	3.2	-4.6	7.5	6.1	-0.1
CCOc1ccc(NS(=O)(=O)c2ccc3[nH]c(=O)oc3c2)cc1	1.0	-23.2	3.4	1.5	-8.7	4.3	-3.1	1.9	-0.4
CC1(C(=O)N(CC(=O)NC2CCCC2)C2CCCC2)CC(=O)N=C2C=CC=CN21 (centres undefined)	1.1	-17.4	-2.7	-1.2	-17.0	-2.8[fluorescence artefact?]	9.9	1.9	-2.4
O=C(C1CCCN(Cc2cccs2)C1)N1CCCCCC1 (centres undefined)	0.3	-4.4	-3.7	1.1	-9.4	-2.3	14.9	-1.5	-1.5
CC(C)(C)C(=O)NC1CCN(S(=O)(=O)c2ccc(C(F)(F)F)cc2)CC1	0.6	3.4	0.4	0.0	-14.2	4.0	-0.7	2.5	-1.0
COc1ccccc1Nc1nnc(SCC(=O)Nc2cc(C)on2)s1	0.5	-4.9	2.9	-2.8	-11.8	-8.9	0.4	4.2	1.7
CCc1cc2c(=O)c(-c3ccc4c(c3)OCCO4)coc2cc1OC(=O)c1ccco1	-0.2	-23.9	0.7	-2.6	-57.5	5.4[fluorescence artefact?]	-9.6	3.4	4.0
Cn1c(=O)[nH]c(=O)c2c1nc(N1CCNCC1)n2Cc1cccc2ccccc12	-1.0	1.0	-1.9	-0.4	6.9	4.9	-24.4	1.2	4.4
CC(=O)NCCC(=O)Nc1ccc(C(N)=O)cc1	1.0	-16.8	0.8	2.3	8.1	-2.7	7.3	4.7	2.0
Cc1c(Br)c([N+](=O)[O-])nn1CC(=O)N1CCc2ccccc2C1	0.1	-2.5	-0.8	-0.1	4.8	6.8	-2.6	0.4	-1.0
CCCCn1nnnc1NCc1cccnc1	0.5	-4.0	-0.5	-0.3	0.2	1.0[fluorescence artefact?]	-1.0	3.2	-0.6
FC(F)(F)c1cccc(-c2ccc(-c3csnn3)o2)c1	-0.2	4.0	1.5	0.9	1.3	5.2	-0.1	-0.2	3.0
O=C(/C=C/Nc1ccc(Br)cc1F)c1ccccc1	-0.1	-30.4	-1.9	1.6	-83.0	-3.8	-6.3	-0.6	-0.3
FC(F)(F)c1ccccc1NC(=S)Nc1cccc2cnccc12	1.5	-19.7	1.0	0.8	-8.0	-0.1	-1.4	4.1	-2.6
CCOc1ccc(C(=O)NNC2CC(=O)N(CCc3ccccc3)C2=O)cc1OC (centres undefined)	-0.4	-0.1	1.0	-0.3	-9.2	-7.6	-2.0	5.8	4.1
CC(C)(C)NS(=O)(=O)c1cnc(Cl)c(Cl)c1	0.9	-16.4	3.8	-1.9	1.2	-0.4	-7.8	-2.8	1.8
COc1ccccc1/C=C/C(=O)NCC(=O)N1CCC(N(C)C2CCCC2)CC1	0.0	-7.2	-0.8	2.9	-12.0	0.5	18.3	0.1	-3.3
CCN1CCN(C(C(=O)NC2CCCC2)c2cc3c(cc2[N+](=O)[O-])OCO3)CC1 (centres undefined)	1.2	-10.8	-2.9	0.1	26.0	4.3	16.7	-0.8	-2.5
Cc1cc(C(=O)N2CCc3c([nH]c4ccccc34)C2c2cccc(Cl)c2)nn1C (centres undefined)	-0.2	17.9	4.1	1.1	5.3	1.1	-18.8	7.5	-1.7
Cc1cccc(NC(=O)CC2C(=O)NC3CCCCC3N2C(=O)c2ccccc2Cl)c1 (centres undefined)	-1.1	-31.8	-2.0	1.1	-8.2	5.4	19.4	7.0	-2.3
CCCS(=O)(=O)N1CCCC(C(=O)N2CCN(C(=O)OCC)CC2)C1 (centres undefined)	0.5	-6.0	-1.4	0.3	-12.6	-1.8	1.9	1.3	-1.2
Cc1ccc(C(=O)/C=C/Nc2ccccc2C(N)=O)o1	0.3	11.1	7.6	1.9	-11.4	-1.2[fluorescence artefact?]	3.1	5.3	-2.2
Cc1nc(S/C(=C\c2ccc(OCc3ccccc3Cl)cc2)C(=O)O)n[nH]1	1.5	-8.2	2.5	2.4	-8.3	-5.7	1.4	-0.5	-3.6
COc1ccc(S(=O)(=O)NCc2ccc(C(=O)N3CCc4ccccc4C3)cc2)cc1	-1.2	-16.9	-3.0	-0.2	-2.6	-3.5[fluorescence artefact?]	8.9	8.5	4.4
CCC(=O)N(CCc1ccccc1)Cc1cc2cc(OC)ccc2[nH]c1=O	-1.7	-3.0	-1.6	0.2	-4.7	2.6	-24.4	-1.1	-4.8
COCC(=O)NCc1nc2ccccc2n1Cc1ccccc1F	-0.2	-4.5	2.6	-0.1	-0.3	-0.1	9.3	-2.9	-2.1
COc1cccc(OCc2nc3ccccc3c(=O)n2N)c1	0.2	6.4	3.6	-0.1	-38.0	2.8	-0.2	-0.8	-0.6
CCCOC(=O)CCNc1n[nH]c(=O)[nH]c1=O	1.1	-3.4	-2.0	0.2	-5.8	7.2	9.7	-1.9	-4.3
CC(O)c1nc2ccccc2n1C/C=C/c1ccccc1 (centres undefined)	-1.0	-14.2	-0.1	3.0	1.4	-4.9	-4.2	3.4	-3.9
Cc1ccc(NS(=O)(=O)c2ccc(OCC(=O)NCc3ccncc3)cc2)cc1	1.5	-11.2	0.0	-1.7	-0.2	-3.1	1.7	2.5	-3.7
N#Cc1cc2c(nc1SCc1cccnc1)CCCC2	-0.8	-11.6	0.2	1.2	-11.3	17.1	5.0	2.7	1.0
Cc1cn([C@H]2C[C@H](N=[N+]=[N-])[C@@H](CO)O2)c(=O)[nH]c1=O	1.3	-23.3	-1.8	1.1	.	6.5	-0.1	13.4	2.8
CC(C)Cn1cc(F)c(=O)n(CC(C)C)c1=O	0.5	-12.6	-0.9	0.5	2.9	1.6	-10.8	8.4	0.6

Overlap with the part before: 2 entries, then new ones.
SMILES	PERK inhibitor	S1P4 antagonist	Wee1 stabilizer	S1P4 ag	MDM2 E3 inh	eIF4E 4G PPI	NPY2 pot ag	BaF3 tox	Ba/F3 V617F tox
Cc1cn([C@H]2C[C@H](N=[N+]=[N-])[C@@H](CO)O2)c(=O)[nH]c1=O	1.3	-23.3	-1.8	1.1	.	6.5	-0.1	13.4	2.8
CC(C)Cn1cc(F)c(=O)n(CC(C)C)c1=O	0.5	-12.6	-0.9	0.5	2.9	1.6	-10.8	8.4	0.6
COc1ccc(C(C(=O)NCC2CCCO2)N(C(=O)CNC(=O)c2cccs2)c2ccc(C(C)=O)cc2)cc1OC (centres undefined)	0.7	9.7	4.1	-1.3	-11.6	0.3	8.7	0.0	-2.8
Cc1noc(C)c1C(=O)Nc1nc(-c2ccccc2Cl)cs1	0.1	-5.6	-1.0	0.0	3.9	2.7	-3.2	5.9	6.6
N#CCCn1c(SCC(=O)NCc2ccco2)nc2ccccc21	-0.1	-0.5	1.9	0.6	-6.4	13.7[fluorescence artefact?]	12.0	2.8	-1.3
C=CCN1C(=O)/C(=C2\SC(N3CCOCC3)=NC2=O)c2cc(Br)ccc21	-0.6	-9.2	-1.8	0.0	-13.6	-3.6[fluorescence artefact?]	11.8	3.4	0.1
O=C(NCc1ccccn1)C1CC(c2ccc(Cl)c(Cl)c2)=NO1 (centres undefined)	-0.6	-21.8	1.7	-1.4	-5.6	10.1	-36.4	4.0	5.4
O=S(=O)(c1ccc2oc(=S)[nH]c2c1)N1CCCCC1	2.3	8.0	7.9	0.9	-13.4	1.6	-3.2	-1.2	-2.2
CCS(=O)(=O)c1ccc(O)c(N2C(=O)C3C4C=CC(C4)C3C2=O)c1 (centres undefined)	0.6	5.0	0.8	-1.6	-10.0	2.4	-3.8	6.0	-1.6
O=C(OCC(=O)c1cccs1)C1=COCCO1	1.1	-11.0	4.7	0.3	-10.6	0.6[fluorescence artefact?]	-3.5	-0.2	0.5
CCOC(=O)CNC(=O)C1CCCc2c1[nH]c1ccc(Cl)cc21 (centres undefined)	1.2	-3.0	10.3*	0.4	5.4	-2.3	6.1	6.0	2.0
O=C(NCc1ccncc1)C(=O)NCc1ccco1	0.7	7.8	4.9	-0.8	-1.0	2.9	-12.1	8.5	-1.9
C=C1C(=O)[C@@]23[C@H](O)C[C@@H]4C(C)(C)CC[C@H](O)[C@@]4(C)[C@@H]2CC[C@@H]1[C@H]3O	-0.1	27.1	-1.1	-0.4	.	-3.2	22.1	91.9*	97.9*
Cc1cccc(-c2n[nH]c(=S)n2/N=C/c2ccco2)c1	0.1	-3.9	-0.3	-0.6	-9.3	13.5	-6.3	-0.2	-0.2
COC(=O)[C@H](Cc1ccccc1)NC(=O)Nc1ccc(S(N)(=O)=O)cc1	0.7	-14.3	0.1	2.2	-63.7	-1.8	13.3	1.2	-3.5

A few values from the entries so far:
Result of `C=C1C(=O)[C@@]23[C@H](O)C[C@@H]4C(C)(C)CC[C@H](O)[C@@]4(C)[C@@H]2CC[C@@H]1[C@H]3O` in BaF3 tox: 91.9*
Result of `CCOC(=O)CNC(=O)C1CCCc2c1[nH]c1ccc(Cl)cc21` (centres undefined) in S1P4 antagonist: -3.0

Source: PubChem BioAssay (several laboratories)
